NTR1 agonist: agonists of NTR1, primary screen, imaging, U2OS cells, beta-arrestin-GFP, high content (AID 493036) | P30989 | NTR1-U2OS beta-arrestin-GFP spot imaging, agonist mode | activation, % at 20 µM | 330,000 tested, 0.17% active;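 active = activation at or above 40% of the spot to cytoplasm intensity ratio, with at least 20 cells analyzed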;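 also: 0% = DMSO without peptide and 100% = 100 nM NTR1 peptide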
Target sequence (P30989 whole entry, looked up): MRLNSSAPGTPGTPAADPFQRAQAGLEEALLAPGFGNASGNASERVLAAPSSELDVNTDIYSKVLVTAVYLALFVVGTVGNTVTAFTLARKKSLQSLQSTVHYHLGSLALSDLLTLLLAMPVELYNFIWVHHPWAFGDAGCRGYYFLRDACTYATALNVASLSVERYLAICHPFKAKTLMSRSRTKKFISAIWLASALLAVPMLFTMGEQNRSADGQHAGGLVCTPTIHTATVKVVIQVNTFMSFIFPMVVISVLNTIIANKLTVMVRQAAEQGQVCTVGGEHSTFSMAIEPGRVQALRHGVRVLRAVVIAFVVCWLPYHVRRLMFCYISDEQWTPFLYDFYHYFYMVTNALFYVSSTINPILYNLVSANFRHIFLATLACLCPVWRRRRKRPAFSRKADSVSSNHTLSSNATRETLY
Dengue-2 NS5 capping: Dengue-2 NS5 methyltransferase inhibitors, primary screen, biochemical, confirmation dose response (AID 588689) | Dengue-2 NS5 methyltransferase capping enzyme assay, biochemical; higher % means a stronger effect | inhibition, % at 25 µM; hits with a dose series show IC50 in µM | 340,000 tested, 0.3% active; in the data active = a potency from the dose series
MgcRacGAP inhibition: MgcRacGAP GTPase-activating activity inhibitors, confirmation, biochemical, ADP Hunter fluorescence | one-dose inhibition, % at 30 µM; IC50 in µM for titrated hits | AID 624330 | 340,000 tested, 0.6% active | MgcRacGAP-stimulated Rac1 GTP hydrolysis, ADP Hunter fluorescence; higher % means a stronger effect; GST-tagged Rac1 F28L mutant substrate;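 active = first-screen hits whose inhibition reached a set limit at any dose in the follow-up dose series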;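 also: fluorescence reports GDP produced by GAP-driven GTP hydrolysis; strong numbers were not always called active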
NTR1 agonist cell count 20 µM: second read-out of NTR1 agonist, no call of its own (marks repeat the call); cell count; measured here: cell count, cytotoxicity flag
Dengue-2 NS5 capping pilot replicate: second read-out of Dengue-2 NS5 capping, no call of its own (marks repeat the call); inhibition, %; measured here: pilot screen replicate inhibition
* hit, by the source's call. This is a subset, so the mix of outcomes need not match the whole.

SMILES	NTR1 agonist	NTR1 agonist cell count 20 µM	Dengue-2 NS5 capping	MgcRacGAP inhibition	others
COc1ccc(N(CCC(=O)NCCc2ccccc2)S(=O)(=O)c2ccc(C)cc2C)cc1	2.2	75	-0.8%	4.4%
O=C(COC(=O)c1ccccc1)c1ccc2c(c1)OCCO2	0.4	60	-5.0%	9.4%
COC(=O)CC(C(=O)Nc1cc(C(=O)OC)cc(C(=O)OC)c1)N1CCN(C)CC1 (stereo not drawn)	-2.7	43	5.6%	-3.9%
CCOC(=O)[C@@H]1[C@H]2COc3ccccc3[C@H]2N2C(=O)N(c3cccc(Cl)c3)C(=O)[C@]12C	-1.4	57	0.8%	4.8%
Nc1cc(S(=O)(=O)N2CCOCC2)ccc1N1CCCCC1	-1.2	55	-10.1%	28.9%
NC(=O)c1ccsc1NC(=O)COC(=O)CNC(=O)c1ccc(Cl)cc1	0.8	68	2.7%	0.8%
CC(C)(C)OC(=O)NCCCCCNC(=O)c1[nH]cnc1C(=O)NC1CCN(C(=O)OC(C)(C)C)CC1	3.6	42	-8.9%	12.4%
CC(=O)c1cccc(NC(=O)c2cc(=O)[nH]c3ccc(S(=O)(=O)N4CCOCC4)cc23)c1	0.7	67	8.5%	-3.5%
CC(=O)NCc1ccc(C(=O)COC(=O)COc2ccc(Cl)c(C)c2)s1	1.4	72	-8.1%	1.3%
Cc1c(Cl)cccc1NC(=O)CCN1C(=O)NC(C)(C)C1=O	-0.9	64	2.2%	4.4%
CCOC(=O)c1c(C)[nH]c(C(=O)COC(=O)c2c(CC)noc2C)c1C	0.8	67	-4.4%	1.1%
COc1cc2cc(C[C@H](C)O)oc(=O)c2cc1OC	0.8	53	-1.6%	5.8%
C[C@H](CO)N1C[C@H](C)[C@@H](CN(C)Cc2ccc(-c3ccccc3)cc2)Oc2c(NS(=O)(=O)c3cn(C)cn3)cccc2C1=O	-1.0	61	-1.6%	10.9%
COc1cc(OC)cc(-c2c(-c3ccc(F)cc3)c3cc(-c4ccc5c(c4)OCCO5)ccc3n2C)c1	-1.3	52	-2.4%	3.6%
Cc1ccsc1C(=O)NNC(=O)c1ccncc1	-0.6	60	4.4%	5.4%
COC(=O)[C@]1(C)N[C@H](CN(C)C(C)=O)[C@@H]2C(=O)N(C)C(=O)[C@@H]21	1.4	54	-6.3%	4.6%	Dengue-2 NS5 capping pilot replicate=-0.9
CCCNC(=O)CNC(=O)c1ccc(C#N)cc1	-2.3	64	-5.2%	8.1%
CC(=O)Nc1ccc(S(=O)(=O)N(C)CC(=O)OC2CCCCC2=O)cc1 (stereo not drawn)	-0.7	50	-8.0%	7.0%
CCN(CC)C(=O)c1nc[nH]c1C(=O)N1CCN(c2ccccc2)CC1	-0.1	72	-7.5%	12.1%
NS(=O)(=O)c1ccc(NC(=O)COC(=O)C2CC2)cc1	0.0	39	-0.8%	11.8%

The closing 3 compounds of the section before open the next one:
SMILES	NTR1 agonist	NTR1 agonist cell count 20 µM	Dengue-2 NS5 capping	MgcRacGAP inhibition	others
CC(=O)Nc1ccc(S(=O)(=O)N(C)CC(=O)OC2CCCCC2=O)cc1 (stereo not drawn)	-0.7	50	-8.0%	7.0%
CCN(CC)C(=O)c1nc[nH]c1C(=O)N1CCN(c2ccccc2)CC1	-0.1	72	-7.5%	12.1%
NS(=O)(=O)c1ccc(NC(=O)COC(=O)C2CC2)cc1	0.0	39	-0.8%	11.8%
CC(=O)Nc1ccc(S(=O)(=O)NCC(=O)OCC(=O)c2ccc[nH]2)cc1	0.4	65	2.2%	4.9%
O=C(CN1C(=O)NC2(CCc3ccccc32)C1=O)NCc1ccc(Cl)cc1 (stereo not drawn)	-2.5	53	-7.3%	4.0%
COCCCNC(=O)Cn1cnc2c(OCc3ccccc3)ncnc21	0.4	61	-6.9%	4.0%	Dengue-2 NS5 capping pilot replicate=-3.0
COc1ccc(-c2noc(COC(=O)c3ccco3)n2)cc1OC	1.8	63	1.6%	5.0%
CCN(CC(=O)Nc1ccccc1C(F)(F)F)CC(=O)NC1CC1	0.8	59	0.0%	4.3%
Cc1ccc(/C=C/C(=O)OCC(=O)NCc2ccccc2)o1	-0.8	58	0.0%	2.9%
CC(C)CC(=O)Nc1ccc(C(=O)COC(=O)C2CC(=O)N(Cc3ccccc3)C2)cc1 (stereo not drawn)	-1.4	52	-11.1%	1.5%
CC(C)(C)OC(=O)Nc1ccc([C@@H](NC(=O)OC(C)(C)C)C(=O)OC(C)(C)C)cc1	2.5	60	-0.8%	1.3%
CC(C)N(Cc1nc2ccccc2c(=O)[nH]1)C(=O)c1ccc(NC(=O)CSc2nnnn2C)cc1	-2.1	60	0.7%	5.4%
Cc1ccc(S(=O)(=O)N2CCN(C(=O)Cn3cnc4c3c(=O)n(C)c(=O)n4C)CC2)cc1C	2.9	71	2.2%	5.3%

Looked up one by one from the entries so far:
SMILES	NTR1 agonist	NTR1 agonist cell count 20 µM	Dengue-2 NS5 capping	MgcRacGAP inhibition	others
Cc1ccc(S(=O)(=O)N2CCN(C(=O)Cn3cnc4c3c(=O)n(C)c(=O)n4C)CC2)cc1C	2.9	71	2.2%	5.3%
Cc1ccc(/C=C/C(=O)OCC(=O)NCc2ccccc2)o1	-0.8	58	0.0%	2.9%
CC(C)(C)OC(=O)Nc1ccc([C@@H](NC(=O)OC(C)(C)C)C(=O)OC(C)(C)C)cc1	2.5	60	-0.8%	1.3%
COCCCNC(=O)Cn1cnc2c(OCc3ccccc3)ncnc21	0.4	61	-6.9%	4.0%	Dengue-2 NS5 capping pilot replicate=-3.0
COc1ccc(-c2noc(COC(=O)c3ccco3)n2)cc1OC	1.8	63	1.6%	5.0%

(list continues)
SMILES	NTR1 agonist	NTR1 agonist cell count 20 µM	Dengue-2 NS5 capping	MgcRacGAP inhibition	others
COCCNC(=O)c1ccc2c(c1)S(=O)(=O)c1cc(Cl)ccc1C2=O	2.0	51	7.6%	8.8%
CCc1ccccc1N1CC(C(=O)N2Cc3ccccc3CC2C(N)=O)CC1=O (stereo not drawn)	4.0	52	-2.6%	1.8%
CC(C)C(NC(=O)c1ccccc1F)C(=O)NCCCn1ccnc1 (stereo not drawn)	0.9	43	-6.9%	-0.1%
CCN(C(=O)COC(=O)c1cnc(C)cn1)c1c(N)n(Cc2ccccc2)c(=O)[nH]c1=O	-1.2	47	-10.7%	0.6%
CCCCn1nc(C(=O)N(CC(C)C)c2c(N)n(CCCC)c(=O)[nH]c2=O)c2ccccc2c1=O	-0.4	74	-10.1%	9.5%
O=C(c1cc2cc(Cl)ccc2o1)N1CCCCCC1	-0.2	69	0.7%	8.1%
O=C1CCC/C=C/C[C@@H](CC(=O)N(CCO)Cc2ccccc2)C(=O)NC[C@@H](c2ccccc2)O1	1.0	44	6.3%	0.2%
CC(C)(C)c1ccc(C(=O)NC(=O)COC(=O)CCS(=O)(=O)c2ccccc2)cc1	0.2	73	-0.7%	2.9%
COc1ccc(-c2nc(CC(=O)Nc3cccc(S(=O)(=O)NC4=NCCC4)c3)cs2)cc1	0.7	51	-9.2%	-2.0%
O=[N+]([O-])c1ccc(CSc2ccc(S(=O)(=O)N3CCCC3)cn2)cc1	0.0	56	4.5%	6.4%
COCc1c(C(=O)Nc2ccc3nc(N4CCOCC4)sc3c2)oc2ccccc12	11.4	57	-0.8%	6.5%
Cc1ccc(C)c(SCC(=O)NC2CCS(=O)(=O)C2)c1 (stereo not drawn)	0.5	59	3.6%	8.1%
CC(C)(Oc1ccc(F)cc1)C(=O)OCC(=O)c1ccc(S(C)(=O)=O)cc1	0.8	56	-4.5%	2.7%
CC(=O)Nc1oc(-c2cccc3ccccc23)nc1C#N	1.4	56	-7.2%	8.0%
O=C(Cn1cc([N+](=O)[O-])ccc1=O)N1CCc2ccccc21	3.8	48	0.8%	-1.6%
O=C(c1cccc(S(=O)(=O)NCc2ccc3c(c2)OCO3)c1)N1CCCC1	2.6	81	-1.5%	1.2%
CCOc1ncccc1C(=O)Nc1cc(S(=O)(=O)N2CCCCC2)ccc1C	2.5	48	-1.6%	-0.7%
Cc1ccc(N(Cc2ccccc2)C(=O)Cc2ccc(S(=O)(=O)N3CCOCC3)s2)cc1	0.1	55	-2.2%	6.3%
CCc1noc(C)c1C(=O)Nc1nc(-c2ccccc2)c(C(C)=O)s1	-0.4	63	-8.8%	3.0%
CCOC(=O)[C@H]1[C@H]2COc3cc(OC)ccc3[C@@H]2N2C(=O)CN(Cc3ccc(C)cc3)C(=O)[C@@]12C	1.5	43	-7.9%	10.8%
Cc1cc(NC(=O)CN(C)CC(=O)Nc2ccc(Cl)cc2)no1	2.5	56	-4.3%	5.3%
CC(C)(C)C1CCC(C(=O)Nc2ccc(N3CCOCC3)cc2N2CCOCC2)CC1 (stereo not drawn)	12.2	51	-3.0%	6.1%
Cc1ccc(S(=O)(=O)N2CCN(C(=O)Cn3c(=O)cnc4ccccc43)CC2)c(C)c1	-0.1	61	-9.2%	4.7%
CC(=O)c1cccc(S(=O)(=O)NCCC(=O)NC2CCCCCC2)c1	1.2	43	0.0%	10.8%
O=C(CSc1ncnc2ccccc12)NC1CCS(=O)(=O)C1 (stereo not drawn)	0.7	41	0.7%	-1.1%
CCN(CC)c1ccc(C(=O)NNC(=O)c2ccc3c(=O)n4c(nc3c2)CCC4)cc1	1.8	87	-11.8%	4.6%
COc1ccc(Nc2nnc(SCC(=O)NC3CCS(=O)(=O)C3)s2)cc1 (stereo not drawn)	0.1	52	-7.3%	4.0%
CSCCC(NC(=O)COc1ccccc1)C(=O)N(C)CC(=O)Nc1ccc(Cl)cc1 (stereo not drawn)	2.0	57	-5.2%	7.4%
COc1cccc(C2=CC(=O)CC(C)(C)C2)c1	1.3	51	-10.8%	11.9%
COc1ccc(C2CC(C(C)(C)C)=NN2c2ccc(S(N)(=O)=O)cc2)cc1 (stereo not drawn)	2.3	65	0.7%	7.6%	Dengue-2 NS5 capping pilot replicate=1.2
c1ccc(-c2cc3cc4c(cc3cn2)OCO4)cc1	-1.1	71	0.0%	15.7%
COc1ccc(S(=O)(=O)N2CCOCC2)cc1NC(=O)COC(=O)c1[nH]c(C)c(C(C)=O)c1C	-0.7	53	8.0%	1.8%
O=[N+]([O-])c1cc(S(=O)(=O)N2CCOCC2)ccc1NS(=O)(=O)c1ccccc1	0.2	49	1.6%	0.0%
C/C(CC(=O)Nc1c(Cl)cccc1C(F)(F)F)=N\NC(=O)c1cnccn1	3.6	46	-3.1%	-5.9%
C[C@]12c3[nH]c4ccccc4c3CCN1C(=O)C(CC(=O)NCc1ccco1)C[C@@H]2C(=O)N1CCCCC1 (stereo partly drawn)	-2.6	49	-7.6%	2.6%	Dengue-2 NS5 capping pilot replicate=-1.2
C[C@]12c3[nH]c4ccc(Cl)cc4c3CCN1C(=O)[C@@H](CC(=O)NCCc1ccccn1)C[C@@H]2C(=O)N1CCOCC1	-0.3	71	-2.0%	9.4%	Dengue-2 NS5 capping pilot replicate=0.0
Cc1ccc(S(=O)(=O)N2CCCCC2)cc1NC(=O)c1cc2ccccc2o1	-1.0	50	-2.9%	3.6%
O=C(Nc1cc(S(=O)(=O)N2CCCC2)ccc1Cl)c1ccncc1	-1.2	63	-1.4%	8.3%
COc1cc(/C=C/C(=O)OCC(=O)N2c3ccccc3CC2C)cc(OC)c1OC (stereo not drawn)	2.2	73	-0.7%	5.0%
Cc1nc(-c2cccc(NC(=O)c3ccc(-n4cccn4)cc3)c2)cs1	5.1	33	-9.2%	2.5%
N#CC1(c2ccccc2)CCC(=NNS(=O)(=O)c2ccccc2)CC1 (stereo not drawn)	0.8	50	-6.7%	1.8%
O=C(CCC(=O)c1cccs1)NCc1ccccc1Cl	-1.0	51	2.3%	7.7%
CCN(CC(=O)Nc1c(Cl)cccc1Cl)C(=O)C1CCN(c2ncnc3sc(C)c(C)c23)CC1	1.3	67	-4.3%	-0.6%
CC(C)N(C(=O)[C@H]1C[C@H](CC(=O)NCc2ccco2)C(=O)N2CCc3c([nH]c4cc(CCC(=O)N(C)C)ccc34)[C@]12C)C(C)C	0.7	61	-2.3%	11.1%	Dengue-2 NS5 capping pilot replicate=1.5
C=C[C@H]1[C@H](O[C@@H]2O[C@H](CO)[C@@H](O)[C@H](O)[C@H]2O)OC=C2C(=O)OCC[C@]21O	-3.0	46	-5.2%	6.3%
O=C(COC(=O)CNC(=O)c1ccc(Cl)cc1Cl)NNC(=O)c1ccccc1	0.5	53	0.0%	4.5%
COc1cc(C(=O)NNC(=O)CCOc2cccc(Br)c2)cc(OC)c1OC	-2.0	51	-6.6%	3.8%
Cc1cc(S(=O)(=O)NCCCN2CCOCC2)ccc1Br	-3.3	57	-7.6%	1.6%
COc1ccc(C(=O)Nc2ccc(NC(C)=O)cc2)cc1S(=O)(=O)N(C)Cc1ccccc1	1.2	63	1.1%	4.7%
COc1ccc([C@H]2CC(=O)C=C(c3c(OC)cccc3OC)C2)cc1	0.3	53	3.2%	3.5%
CC[C@]12c3[nH]c4ccccc4c3CCN1C(=O)C(CC(=O)NCCC1=CCCCC1)C[C@@H]2C(=O)N1CCN(C(=O)c2ccco2)CC1 (stereo partly drawn)	2.8	47	-10.6%	-4.0%	Dengue-2 NS5 capping pilot replicate=-2.4
N#CCCN(C(=O)COC(=O)c1ccc2ccccc2n1)c1ccccc1	-1.6	45	0.8%	4.4%

From PubChem
